ABCB6 inh 2: ABCB6 transporter inhibitors, primary screen, K562-ABCB6 cells, flow cytometry, MLPCN library; ATP-binding cassette sub-family B member 6 (Homo sapiens), Q9NP58; hit rate 0.19% among 360,000; AID 602162, 2011; fluorescence ratio to DMSO, % at 10 µM; K562-ABCB6 porphyrin accumulation, 1 h; stronger effect = lower value;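 active = fluorescence ratio to DMSO below 75%, the collection mean minus 3 SD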;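 also: signal is porphyrin accumulated inside mitochondria; 100% equals median channel fluorescence of DMSO control wells; lower ratio means ABCB6 inhibition with less porphyrin fluorescence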
CaV13 FRET inh: Primary screen for inhibitors of IQ motif and Ca2+-dependent inactivation inhibitor domain binding in CACNA1D, Förster resonance energy transfer in living cells, …; HEK cells, CFP/YFP FRET ICDI-IQ, plate reader, 10 min; percent FRET-ratio fall versus neutral wells; inhibition, % at 12.3 µM; hit rate 0.098% among 340,000; AID 743397;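 active = mean replicate inhibition of at least 30% and at least 1% of replicates passing that level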;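 also: 0% = median of the neutral control wells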
H9c2 protect: cardioprotection against H2O2-induced cell death, primary screen, uHTS, H9c2 cells, ATPLite luminescence. hit rate 0.63% among 360,000. H9c2 cardiomyocytes, H2O2 injury protection, 2 h. protection from H2O2 cell death, % at 20 µM. AID 588492, 2011;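 active = compounds giving at least 50% protection of heart cells from peroxide-induced death in the single-dose screen, raw or plate-pattern-corrected value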;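 also: 0% = DMSO wells with peroxide and 100% = DMSO wells without peroxide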
ABHD5-PLIN5 inh: ABHD5-PLIN5 interaction inhibitors, primary screen, cell lysate, split luciferase complementation, luminescence | Perilipin-5 (Homo sapiens) + 1-acylglycerol-3-phosphate O-acyltransferase ABHD5 (Homo … | inhibition, % at 4 µM | hit rate 0.78% among 360,000 | Split G. princeps luciferase complementation, 4 h;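 active = inhibition above the mean inhibition across every tested compound plus 3 SD, cut at about 22% in these data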;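 also: 0% = DMSO only wells and the 100% control is not disclosed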
N-glyco inh: increase of ERlucT glycosylation luciferase signal, primary screen, N-linked glycosylation inhibitor project, D54 ERlucT cells, luminescence, set 2; hit rate 0.23% among 360,000; reporter increase, % at 12.5 µM; D54 ERlucT glycosylation luciferase reporter, 24 h; percent of 100 nM tunicamycin response; AID 588692, 2011;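 active = mean luciferase reporter signal, scaled so untreated is 0 and the glycosylation-blocking control 100, at or above a set limit in every replicate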;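 also: luciferase carries N-glycosylation sites so blocking glycosylation raises the light; 0% = median of neutral control wells and 100% = median of 100 nM tunicamycin wells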
PDI turbidity: inhibitors of human PDI, primary screen, biochemical, turbidity, single point, plate reader; PDI insulin aggregation turbidity, A650, 90 min; hit rate 0.052% among 350,000; inhibition, % at 10 µM; Protein disulfide-isomerase (Homo sapiens), P07237;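 active = mean inhibition across replicates of 30% or more, whatever share of single replicates reach that level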;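 also: absorbance from insulin aggregation driven by PDI reduction with DTT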
Target sequence (P07237 whole entry, looked up): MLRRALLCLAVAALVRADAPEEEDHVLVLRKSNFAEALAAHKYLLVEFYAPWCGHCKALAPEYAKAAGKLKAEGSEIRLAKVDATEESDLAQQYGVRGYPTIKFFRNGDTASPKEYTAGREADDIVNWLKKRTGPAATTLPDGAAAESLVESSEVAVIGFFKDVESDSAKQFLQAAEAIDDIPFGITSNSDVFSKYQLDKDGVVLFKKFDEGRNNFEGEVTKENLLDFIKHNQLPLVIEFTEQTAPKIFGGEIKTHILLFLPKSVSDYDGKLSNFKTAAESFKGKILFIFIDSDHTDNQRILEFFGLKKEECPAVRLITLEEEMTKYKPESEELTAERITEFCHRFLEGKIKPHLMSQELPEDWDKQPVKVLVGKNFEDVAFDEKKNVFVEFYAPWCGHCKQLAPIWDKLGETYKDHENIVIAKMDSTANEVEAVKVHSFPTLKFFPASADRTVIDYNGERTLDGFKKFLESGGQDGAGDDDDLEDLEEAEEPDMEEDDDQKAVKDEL
HTR2A ag: mouse Htr2a agonists via beta-arrestin recruitment, primary screen, cell-based, luminescence | hit rate 0.66% among 360,000 | CHO-K1 mHTR2A beta-arrestin complementation; percent of 30 µM serotonin response | 5-hydroxytryptamine receptor 2A (Mus musculus), P35363 | AID 624169, 2012 | activation, % at 7.6 µM;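 active = activation above a run cutoff, the mean activation of all tested compounds plus 3 SD, cut at about 14% in these data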;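 also: 0% = plate median of compound wells and 100% = 30 µM serotonin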
Target sequence (P35363 whole entry, looked up): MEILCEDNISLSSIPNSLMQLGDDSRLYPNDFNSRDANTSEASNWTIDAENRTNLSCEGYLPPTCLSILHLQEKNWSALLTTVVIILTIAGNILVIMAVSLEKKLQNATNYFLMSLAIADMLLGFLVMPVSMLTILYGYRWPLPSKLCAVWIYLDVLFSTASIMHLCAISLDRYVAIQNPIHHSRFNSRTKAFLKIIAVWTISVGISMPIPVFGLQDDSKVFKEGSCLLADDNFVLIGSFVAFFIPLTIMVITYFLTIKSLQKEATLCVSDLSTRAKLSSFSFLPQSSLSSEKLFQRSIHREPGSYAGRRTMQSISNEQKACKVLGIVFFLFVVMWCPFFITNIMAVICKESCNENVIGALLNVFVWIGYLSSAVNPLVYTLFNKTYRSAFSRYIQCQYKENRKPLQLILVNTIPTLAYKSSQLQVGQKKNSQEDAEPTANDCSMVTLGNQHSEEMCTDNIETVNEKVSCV
MC4R ag barr: MC4R agonists recruiting beta-arrestin, primary screen, cell-based, luminescence, agonist arm of biased-ligand search | Melanocortin receptor 4 (Homo sapiens), P32245 | U2OS MC4R beta-arrestin complementation; percent of melanotan II response, DMSO zero | activation, % at 8.9 µM | hit rate 0.98% among 360,000;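 active = activation above a per-plate cutoff, the mean activation of sample wells on that plate plus 3 SD, cut at about 8% in these data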
Exocytosis inh: LAMP-1 surface exposure blockers, TALL-104 cells – cell-based, flow cytometry, MLPCN library, primary screen; TALL-104 LAMP-1 surface exposure; cells stimulated with thapsigargin and PMA; inhibition, % at 10 µM; AID 651702, 2012; hit rate 0.66% among 360,000;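 active = inhibition above about 55%, limit read from the data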
MC4R antag cAMP: MC4R antagonists of cAMP signaling, primary screen, cell-based, TR-FRET, antagonist arm of biased-ligand search; Melanocortin receptor 4 (Homo sapiens), P32245; MC4R-expressing cells, MTII-stimulated cAMP, LANCE TR-FRET; inhibition, % at 6.5 µM; hit rate 0.48% among 360,000; AID 540295, 2011;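 active = inhibition above its plate's cutoff, the mean of tested wells on that plate plus 3 SD, cut at about 29% in these data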;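 also: 0% = Melanotan II alone and 100% = Melanotan II plus saturating MCL0020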
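System: U2OS cells stably expressing human melanocortin 4 receptor (MC4R). Reagent: Melanotan II challenge after compound preincubation. Doses: 6.5 µM. Times: 30-min compound, 1-h challenge, 1-h detection, room temperature. Measured by: TR-FRET with Eu-cAMP and labeled anti-cAMP, 671 nm. Replicates: singlicate.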
Starred values were filed as active, the others as inactive; . = no result given.

SMILES	ABCB6 inh 2	CaV13 FRET inh	H9c2 protect	ABHD5-PLIN5 inh	N-glyco inh	PDI turbidity	HTR2A ag	MC4R ag barr	Exocytosis inh	MC4R antag cAMP
CCC(=O)N1CCc2cc(S(=O)(=O)N3CCN(c4ccccc4)CC3)ccc21	99	-6	-4	-5	2	0	0	0.6	-3	7
CN(C#N)c1nc(Cl)nc(Nc2cccc(Cl)c2)n1	105	-1	-7	4	0	7	-7	-5.5	-2	-7
CCOc1ccccc1NC(=S)NNS(=O)(=O)c1c(C)cc(C)cc1C	99	-3	6	-3	2	5	-3	-2.3	-4	3
COC(=O)CN1C(=O)[C@H]2[C@@H](/C=C/c3ccccc3)N3C(=O)CN(Cc4ccccc4)C(=O)[C@@]3(Cc3ccccc3)[C@H]2C1=O	108	-6	7	-2	1	2	11	1.8	0	17
Brc1ccc(-n2cccc2/C=N/n2cnnc2)cc1	98	.	3	-2	-2	18	1	-0.4	-1	2
CN(C(=O)c1ccc(Cl)c([N+](=O)[O-])c1)C1(C)CCS(=O)(=O)C1 (stereo unspecified)	104	-1	-2	0	-1	3	-2	-5.4	-2	12
O=C(Nc1cccn2ncnc12)c1ccc(Cl)cc1	93	-6	-2	-6	-5	-2	-1	1.1	0	-3
CCOC(=O)Cc1cc(=O)n2[nH]cc(-c3cccc(Br)c3)c2n1	94	-5	13	-3	2	-2	-1	2.1	-1	25
Cc1cc(C)n(CCCO)c(=O)c1C#N	89	-12	2	2	1	2	-2	-3.5	3	13
CCOc1ccc(Cc2nc(-c3nonc3N)no2)cc1OCC	99	.	-1	2	3	-6	1	1.1	-2	-3
COCCn1nnnc1CN(CCCN1CCOCC1)Cc1cc2c(C)ccc(C)c2[nH]c1=O	109	-5	4	-1	5	-3	-3	-0.5	5	16
COc1cccc(CNC(=O)C2CCCN(S(C)(=O)=O)C2)c1 (stereo unspecified)	91	-5	2	7	1	-3	-2	0.7	-1	-7

One compound at a time (already shown). Order of screens: ABCB6 inh 2, CaV13 FRET inh, H9c2 protect, ABHD5-PLIN5 inh, N-glyco inh, PDI turbidity, HTR2A ag, MC4R ag barr, Exocytosis inh, MC4R antag cAMP
`CN(C(=O)c1ccc(Cl)c([N+](=O)[O-])c1)C1(C)CCS(=O)(=O)C1` (stereo unspecified) in the list: 104, -1, -2, 0, -1, 3, -2, -5.4, -2, 12
`CCOC(=O)Cc1cc(=O)n2[nH]cc(-c3cccc(Br)c3)c2n1` in the list: 94, -5, 13, -3, 2, -2, -1, 2.1, -1, 25

(next part)
SMILES	ABCB6 inh 2	CaV13 FRET inh	H9c2 protect	ABHD5-PLIN5 inh	N-glyco inh	PDI turbidity	HTR2A ag	MC4R ag barr	Exocytosis inh	MC4R antag cAMP
Cc1c(Cl)cccc1NC(=O)CNc1cccc(C(F)(F)F)c1	93	-3	-4	-1	2	8	-4	-0.1	-5	15
O=C(CSc1nc(-c2ccccc2)nc2ccccc12)Nc1nccs1	101	-5	-3	-1	-4	-4	0	7.9	0	-1
CN(C)S(=O)(=O)c1ccc2nc(NC(=O)c3cccnc3)sc2c1	101	-9	-12	0	.	-3	1	-1.4	-2	5
CN(C)C(=O)c1ccc(NC(=O)CC2SC(N3CCCC3)=NC2=O)cc1 (stereo unspecified)	102	-6	8	7	0	-4	7	0.6	-1	8
O=C1OCC2=C1C(c1ccc(F)cc1)CC(=O)N2c1ccccc1 (stereo unspecified)	105	.	1	-5	1	1	1	1.0	2	11
Cc1ccc(C)c(NC(=O)Cn2nc(C(F)(F)F)cc2C2CC2)c1	101	-5	1	7	0	-1	5	0.8	-3	-1
O=C(NCCc1ccc(Cl)cc1)C1CCN(S(=O)(=O)N2CCCC2)CC1	94	.	0	6	-1	-10	3	0.6	1	-2
O=C(Nc1ccon1)c1cccc(S(=O)(=O)N2CCCCCC2)c1	92	-4	-3	1	1	-7	2	-0.8	-1	3
C=CCC1=C/C(=C\c2c(N)n3nc(CC(=O)N4CCOCC4)sc3nc2=O)C=C(OC)C1=O	167	-8	-4	0	2	-3	-11	-1.9	7	7
CCOC(=O)N1CCN(S(=O)(=O)N2CCCC(C(=O)NCc3ccc(F)cc3)C2)CC1 (stereo unspecified)	97	-3	3	2	-3	4	4	-2.9	-2	-2
NS(=O)(=O)c1cccc(NC(=O)CCC(=O)c2cccs2)c1	92	-5	-2	3	-1	-6	-8	-2.4	-2	-6
COc1ccc(Nc2nc3c(C)cccn3c(=O)c2C=O)cc1	96	-1	0	-1	-1	10	9	-2.1	2	17
CC(C)(C)NC(=O)C(c1cccs1)N(Cc1cccs1)C(=O)c1ccc(CN2CCOCC2)o1 (stereo unspecified)	99	-4	8	0	0	9	3	2.5	-1	-7
Cc1ccc(OCCn2cnc3cc([N+](=O)[O-])ccc3c2=O)cc1	97	.	0	2	3	-3	-2	-2.3	1	10
O=C(Cn1c(=O)n(CC(=O)NCc2ccccc2)c2ccccc21)NCc1ccccc1	96	.	-8	4	1	14	1	-0.4	-1	2
CCN(CC)S(=O)(=O)c1ccc(N2CCCC2)c(C(=O)OCC(=O)Nc2cc(C)on2)c1	100	-4	1	-6	2	-6	3	-0.7	0	15
COc1ccc(-n2nc([N+](=O)[O-])c(=NCCc3ccc(OC)c(OC)c3)n2O)cc1	92	-9	-1	1	1	-15	6	-1.4	0	6
Nn1c(=O)[nH]c2c([nH]c3ccccc32)c1=O	97	-1	-4	0	2	10	1	0.3	1	-2
CCOc1ccc2c(c1)nc(NCCCO)n2Cc1ccccc1	94	-1	-3	0	0	-1	-4	-3.4	0	7
COc1cc2c(cc1OC)C(C(=O)O)C(c1cc(Br)c(O)c(OC)c1)N(C)C2=O (stereo unspecified)	96	3	-6	7	1	-1	-1	1.7	1	12
OC(COCc1ccccc1F)CN1CCCCC1 (stereo unspecified)	96	-2	5	0	1	-2	7	-0.5	-11	-1
Cc1cc(Cl)ccc1OCCn1cncn1	95	-4	-2	5	4	-8	4	-2.2	-5	0
Cc1cc(C)n2c(SC/C(O)=C(\C#N)c3nc4ccccc4[nH]3)nnc2n1	102	-3	6	12	1	3	12	-1.6	31	13
COc1cc(C(=O)Oc2ccc3ccc(O)cc3c2)cc(OC)c1OC	100	7	-3	2	-2	-2	-3	6.8	-8	11
CCN(CC)C(=O)N1CCC(NC(=O)Cc2ccccc2)CC1	100	-3	9	1	4	1	-1	-0.9	-1	0
Cc1cccc(OCCn2c(=O)n(C)c3ccccc32)c1	102	-7	-18	5	-4	-1	-7	0.4	2	4
Nn1c(SCC(=O)Nc2ccc3c(c2)OCCO3)nnc(CCC(=O)O)c1=O	100	-2	-3	-12	2	-3	-2	-1.9	0	3
O=C(CCC(=O)c1ccccc1)NCCc1c[nH]c2ccccc12	95	-5	8	13	1	-7	21*	-2.2	-8	-8
Clc1ccc(-c2nc3ncccn3c2Nc2ccc3c(c2)OCO3)cc1	95	-5	3	1	1	10	0	0.2	0	-1
Cn1c(=N)n(CC(=O)c2ccc(Cl)c(Cl)c2)c2ccccc21	91	-4	-21	4	-18	-1	-2	0.8	38	-7
O=C(OCc1cccc(Cl)c1)c1cc(S(=O)(=O)N2CCCCC2)ccc1N1CCOCC1	92	-2	-9	-7	-5	-7	-8	-2.2	8	14
Cn1cccc1/C=N/N1CCN(Cc2ccc(Cl)cc2)CC1	95	-13	3	-10	-1	2	-8	-0.8	14	0
Cn1c(=O)[nH]c(=O)c2c1nc(NCCN)n2CCOc1ccccc1	94	-14	6	-3	0	-3	0	-1.8	-3	9
CCCCN(C(=O)c1ccc(S(=O)(=O)N2CCCCC2)cc1)C1CCS(=O)(=O)C1 (stereo unspecified)	94	-7	-8	-2	1	6	5	0.7	4	5
COc1cc2c(cc1OC)CN(C(=O)C1CCCN(C(=O)c3ccc(Cl)cc3)C1)CC2 (stereo unspecified)	92	-2	4	7	-1	13	0	-2.0	5	1
CCC1CCC(c2nnc(-c3ccc(Br)cc3)o2)CC1 (stereo unspecified)	91	.	-4	4	-1	3	7	-0.6	-9	1
COc1ccccc1CN(CC(=O)NCc1ccc2c(c1)OCO2)C(=O)c1csnn1	95	-3	-2	-6	6	11	-6	0.1	0	7
COc1ccc(/C=N/NC(=O)c2[nH]c(C)c(C(=O)N/N=C/c3ccc(OC)cc3)c2C)cc1	99	-5	17	-2	-5	-1	-3	-1.8	-2	9
Cc1cccc(CN2CCN(CC(=O)NCc3cccs3)C2=O)c1	91	-5	0	-6	-2	1	-2	-0.8	-1	-5
O=C(O)c1ccc2noc(-c3ccccc3)c2c1	99	.	4	15	3	10	-1	0.3	-2	7
Cc1cc(C)cc(NC(=O)COC(=O)CN=C2NS(=O)(=O)c3ccccc32)c1	92	7	1	-3	3	-5	3	-2.7	-2	16
COc1ccc(C(CNC(=O)c2cccc(S(=O)(=O)Nc3cccc(C)c3)c2)N2CCOCC2)cc1 (stereo unspecified)	93	-6	7	3	-2	-6	-2	-4.6	-2	7
COc1ccc(C(CNC(=O)c2cc(S(=O)(=O)N3CCN(c4ccccc4)CC3)ccc2Cl)N(C)C)cc1 (stereo unspecified)	98	-5	-6	4	-3	-1	-4	-2.8	-4	13
O=C(Nc1ccccc1OC(=O)c1ccccc1)c1ccccc1	99	.	2	3	10	.	-8	-0.4	-4	-3
O=C1CCC(C(=O)Nc2ccc(Cl)cc2)N1 (stereo unspecified)	100	0	3	-4	2	-1	0	0.3	0	-2
COc1ccc(-c2nc(NC(=O)Cn3cnnn3)sc2C)cc1	100	0	-6	-3	-3	-4	-3	-1.3	-2	-20
CC(C)CC(=O)N1CCN(S(=O)(=O)c2ccc3ccccc3c2)CC1	101	-4	-10	-5	4	18	8	0.6	1	-3
O=C(COC(=O)c1ccccc1)NCCCCc1ccccc1	93	-16	-5	-2	-1	4	-1	0.9	0	6
CCOC(=O)CSC1=NN2CCS(=O)(=O)N=C2S1	98	6	4	7	2	1	6	1.3	-2	-8
CC1CCCC(n2c(=S)[nH]c3ccccc3c2=O)C1C (stereo unspecified)	97	-3	-4	-12	0	2	4	0.1	2	9
CS(=O)(=O)N(CC(=O)N1CCN(c2ccccc2)CC1)c1ccc(Cl)c(C(F)(F)F)c1	98	-6	-7	-3	1	0	-3	-0.9	-2	2
Cc1ccc2c(c1)N(CC(=O)N1CCCCCC1)C(=O)C(C)O2 (stereo unspecified)	108	-6	6	-5	1	-7	1	-1.6	-10	-1

From PubChem
